Screening results from PubChem BioAssay.
Insulin prom inh: TRM-6 insulin promoter activity inhibition. inhibition, % at 2 µM. TRM-6 cells (human fetal islet line), insulin promoter-eGFP reporter, imaging; reporter expression induced with tamoxifen. hit rate 0.9% among 130,000;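 active means inhibition above the mean plus 3 SD, with well images judged a real hit on visual review, cut at about 60% in these data, passing the limit was not always enough; inconclusive means inhibition over the cutoff but images rejected on review; inactive means inhibition not above the cutoff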
sdo1 growth: restores growth of sdo1-depleted yeast | S. cerevisiae sdo1-depleted JHY4D growth rescue, OD600 30 h; hits give high values; pdr5 snq2 efflux-pump mutant strain | z-score at 10 µM | hit rate 0.21% among 140,000;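 active means z-score above 3 at both the 24 hr and the 30 hr optical density reads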;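 further: z-score against mean and SD of all compound wells on the same plate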
sdo1 growth Rescue 24 h: recorded beside sdo1 growth, whose call it bears; z-score; S. cerevisiae sdo1-depleted JHY4D growth rescue, OD600; measured here: growth rescue at 24 h;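 0 is the plate mean of compound wells and units are plate SD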
* = called active by the depositor; ? = inconclusive; · = not tested or not shown.

SMILES	Insulin prom inh	sdo1 growth	sdo1 growth Rescue 24 h
CNS(=O)(=O)c1cccc(C(=O)OCC(=O)Nc2ccccc2OC(F)F)c1	-6	0.48	-0.18
Cc1ccc(S(=O)(=O)N2CCN(C(=O)CN3CCOCC3)C2c2ccccc2)cc1 (stereo not drawn)	·	1.1	-0.15
COCCOc1cc(NC(=O)c2sccc2Oc2ccc([N+](=O)[O-])cc2F)c(Cl)cc1Cl	-43	1.1	2.3
O=C(Nc1ccc(N2CCCC2)cc1)C(c1ccccc1)c1ccccc1	-29	-0.43	1.2
COc1ccc(-c2cc(=O)oc3c(C)c(OCc4nn[nH]n4)ccc23)cc1	·	1.7	1.6
Cc1cc(F)ccc1S(=O)(=O)Nc1c(C)n(C)n(-c2ccccc2)c1=O	·	-0.17	-0.44
O=C(c1cccc(S(=O)(=O)N2CCCC2)c1)N1CCN(c2ccccc2)CC1	-45	0.75	0.43
CCSc1nnc(-c2ccccc2N)c(=O)[nH]1	33	0.37	-0.11
O=C(O)CC1SC(=Nc2ccccc2)N(c2ccccc2)C1=O (stereo not drawn)	-4	-0.32	-0.96
O=C(NCCCn1ccnc1)c1ccc(Cl)c(S(=O)(=O)N2CCOCC2)c1	0	-0.22	-1.8
COc1ccc(OC)c(S(=O)(=O)N2CCC(C(=O)Nc3cccc(C(F)(F)F)c3)CC2)c1	20	-0.94	-0.88
O=C(Nc1ccc(Cl)c(-c2nc3ccccc3[nH]2)c1)c1cccnc1	21	1.1	2
CCOc1ccc(N(CC(=O)OC)S(=O)(=O)c2ccc3c(c2)n(C)c(=O)c(=O)n3C)cc1	·	0.84	0.68
CCOC(=O)Nc1ccc2c(c1)N(C(=O)OCCN(C)C)c1ccccc1CC2	·	0.13	-0.6
CCCCCn1c(=O)[nH]c2cc(C(=O)NCc3ccco3)ccc2c1=O	50	-0.56	0.23
Nc1ccc(SC(F)(F)F)cc1C(=O)c1ccccc1	-17	-2	-1
COc1ccccc1NC(=O)COc1cc(C)nc(C(C)C)n1	30	-0.55	-1.3
COc1ccccc1NC(=O)Nc1nnc(C(C)C)s1	·	0.42	-0.06
COc1cc2[nH]c(=O)n(CCC(=O)NC3CCCC3)c(=O)c2cc1OC	-22	1.9	0.63
COc1ccc(NC(=O)CC2CC3CCC2C3)cn1 (stereo not drawn)	0	·	·
Cc1ccc(/C=C2\SC(=S)N(C(Cc3ccccc3)C(=O)O)C2=O)cc1 (stereo not drawn)	27	-0.08	-0.32
Nc1nnc(SCC(=O)OCC(=O)c2ccccc2Br)s1	-82	·	·
COc1ccc(CNc2oc(-c3ccccc3)nc2C#N)cc1	-29	-2.2	-1.9
COc1cc(NC(=O)c2cccc(COCC(F)(F)C(F)F)c2)cc(OC)c1OC	·	0.88	-0.12
Cc1ccc(SC(C)C(=O)Nc2cccnc2)cc1 (stereo not drawn)	11	0.02	-0.15
(list continues)
SMILES	Insulin prom inh	sdo1 growth	sdo1 growth Rescue 24 h
O=C(NNc1nc2c(F)cccc2s1)c1ccccc1	6	·	·
COc1ccc(S(=O)(=O)Nc2ccc(F)cc2)cc1N(C)S(=O)(=O)c1ccc(Cl)cc1	·	-0.59	-1
Cc1cc(C)n(-c2nc(N(C)C)nc(N3CCOCC3)n2)n1	-22	0.32	0.41
C/C(=N\Nc1ccc(Cl)cc1)c1ccccn1	16	-1.5	-0.49
Cn1c(N2CCN(c3ccccn3)CC2)nc2c1c(=O)n(Cc1ccc(Cl)cc1)c(=O)n2C	·	-1.3	-0.65
Fc1ccc(/C=C2\CCCC3=C2Nc2ncnn2C3c2ccc(F)cc2)cc1 (stereo not drawn)	38	-2.9	-1.5
Cc1cccc2cc(C#N)c(N3CCN(C)CC3)nc12	50	0.59	0.82
O=C(OCCN1C(=O)c2ccccc2C1=O)c1ccc(S(=O)(=O)N2CCCCCC2)cc1	·	0.29	1.6
CCN(CC)C1CCCCC1NS(=O)(=O)c1ccc(Cl)cc1 (stereo not drawn)	·	1.1	1.9
CCOc1cc(C=O)c(Br)cc1OC1CCCC1	23	-1.4	-1
CC(=O)c1c(C)[nH]c(C2=NNC(=NC(C)(C)C)SC2)c1C	8	·	·
Cc1cccc(NC(=O)CSc2nnc(Cc3ccccc3)o2)c1	-27	·	·
O=C(NC1CCN(Cc2ccccc2)CC1)c1cccc(S(=O)(=O)Nc2cc(C(F)(F)F)ccc2Cl)c1	8	1.5	0.23
Cc1nnsc1Sc1ccccc1	-45	·	·
CC1CCc2cccc3c2N1c1cc(C#N)c(C#N)cc1O3 (stereo not drawn)	-57	-0.22	1.2
Cc1[nH]c2ccc(S(N)(=O)=O)cc2c1C	·	0.77	0.83
CNS(=O)(=O)c1cnccc1N1CCN(c2cccc(Cl)c2)CC1	9	-0.42	-0.37
CCC(C)(C)NC(=O)/C=C/c1cccs1	·	0.23	0.07
Cc1cccc(-n2c(-c3csc(C)c3)n[nH]c2=S)c1	-43	-0.57	-0.61
O=c1oc2ccccc2cc1-c1nc2c(s1)CCCC2	54	-1.8	-0.97
N#Cc1cc2c(nc1SCC(=O)NCc1ccc3c(c1)OCO3)CCCCC2	-42	-1.1	-0.84
CCC(c1nnnn1CC1CCCO1)N(CCN1CCOCC1)Cc1cc2cc(C)ccc2[nH]c1=O (stereo not drawn)	-84	0.38	-0.04
O=C(Nc1cccc(O)c1)C(Cc1ccccc1)N1C(=O)c2cccc3cccc(c23)C1=O (stereo not drawn)	10	-0.76	0.23
Cc1c(C(=O)N2CCN(Cc3ccc4c(c3)OCO4)CC2)cccc1[N+](=O)[O-]	-17	0.54	-0.44
COc1ccc2[nH]cc(S(=O)(=O)c3ccc(F)cc3)c(=O)c2c1	·	1.2	1.2
(next part)
SMILES	Insulin prom inh	sdo1 growth	sdo1 growth Rescue 24 h
CCCSc1ccc(-c2nn(-c3ccccc3)cc2/C=C(/C#N)C(=O)NCCCOC)cc1	-10	1.5	2.8
CC(=O)c1cccc(S(=O)(=O)N2CCCC(c3nc(-c4ccc(C)o4)no3)C2)c1 (stereo not drawn)	-38	-0.71	-0.46
COc1cc(/C=C(/NC(=O)c2ccccc2)C(=O)N2CCN(C)CC2)c([N+](=O)[O-])cc1OC	-23	1	1.7
O=C(ONC1=NCCCCC1)c1ccc(Cl)cc1	-20	-2.7	-1.8
COc1ccc(C(=O)NCCc2nnc3ccc(SCC(=O)Nc4cc(C)on4)nn23)cc1	17	·	·
O=C(Cc1cccs1)Nc1nnc(-c2ccncc2)s1	-9	0.28	0.04
CC(C)Cn1c(SCC(=O)NC(=O)NC2CCCC2)nc2ccccc21	·	-0.66	-0.84
Cc1cc(C)nc(Nc2ccc(C(=O)O)cc2)n1	20	0.68	0.89
COc1ccc(-c2nn(-c3ccccc3)cc2/C=N/Nc2ccccn2)cc1OC	40	-2.1	-2.1
CCOC(=O)N1CCN(CC(O)COCCC23CC4CC(CC(C4)C2)C3)CC1 (stereo not drawn)	4	-2	-1
CC(=O)Nc1ccc(S(=O)(=O)N=S(C)(C)=O)cc1	3	0.49	0.35
Cc1nc2cc(N3CCN(C)CC3)c(NC(=O)Cc3ccccc3)cc2c(=O)n1Cc1ccccc1	-67	0.17	0.03
Cc1cccc(NC(=O)c2cccs2)n1	-57	0.94	1.2
CCc1nc(Nc2ccc(OC)c(OC)c2)c2nnn(Cc3ccccc3Cl)c2n1	37	-1.2	0.38
Cc1nnc(SCC(=O)Nc2cccc(S(=O)(=O)NC3=NCCCCC3)c2)n1Cc1ccccc1	-33	·	·
Cc1sc(-c2ccccn2)nc1OC(=O)c1ccc(Cl)cc1	11	-1.4	-0.05
Cc1ccccc1C(=O)NCc1nnc(SCC(=O)N2c3ccccc3Sc3ccccc32)n1C	-25	-0.05	-0.58
CCCN1C(=O)C(Cc2nc3ccccc3c(=O)n2C)c2ccccc21 (stereo not drawn)	-29	-1	-0.83
O=C(NCc1ccc(F)cc1)c1cc(-c2cccs2)on1	·	-0.82	-0.76
COc1cc(CN2CCN(c3cccc(C)c3C)CC2)cc(Br)c1O	-27	0.35	0.43
COC(=O)CSc1ncnc2c1sc1nc(N3CCOCC3)c3c(c12)CCCC3	13	-0.27	0.15
O=S1(=O)C=C(N2CCOCC2)c2ccccc21	·	-0.08	-0.03
Cc1ncsc1C(=O)Nc1nc2c(s1)CC(C)CC2 (stereo not drawn)	·	0.18	-0.76
CCOc1ccc2c(CC)cc(=O)oc2c1OCC	-8	-0.89	-0.12
COCCNC(=O)c1cc2nc(-c3ccccc3)cc(C)n2n1	21	·	·

Complete entries from above. Order of values: Insulin prom inh	sdo1 growth	sdo1 growth Rescue 24 h
Record of `Cc1[nH]c2ccc(S(N)(=O)=O)cc2c1C` : ·	0.77	0.83
Record of `Cc1ccccc1C(=O)NCc1nnc(SCC(=O)N2c3ccccc3Sc3ccccc32)n1C` : -25	-0.05	-0.58
Record of `COc1cc(/C=C(/NC(=O)c2ccccc2)C(=O)N2CCN(C)CC2)c([N+](=O)[O-])cc1OC` : -23	1	1.7
Record of `CCC(C)(C)NC(=O)/C=C/c1cccs1` : ·	0.23	0.07
Record of `O=C(NCCCn1ccnc1)c1ccc(Cl)c(S(=O)(=O)N2CCOCC2)c1` : 0	-0.22	-1.8

(list continues)
SMILES	Insulin prom inh	sdo1 growth	sdo1 growth Rescue 24 h
Cc1csc(NC(=O)C2CCN(C(=O)CSc3nnc(C)n3Cc3ccccc3)CC2)n1	·	0.78	1.1
COc1ccccc1N=C1SCC(=O)N1c1ccccc1OC	6	0.65	0.05
CCCC(=O)Nc1nc2ccc(NC(=O)c3cccnc3)cc2s1	35	0.56	0.35
Cc1ccc(C(=O)NCC(=O)NCC(=O)OCC(=O)c2cccs2)cc1	-471	0.38	-0.33
Cc1ccc(-c2cc(C(=O)N3CCc4ccccc4C3)no2)cc1	32	·	·
COc1ccc(S(=O)(=O)N2CCN(C(=O)COc3ccc4c(C)cc(=O)oc4c3)CC2)cc1	·	0.86	0.85
Cc1ccc(-c2cc(C(F)(F)F)n3ncc(C(=O)O)c3n2)cc1	-14	-0.78	-0.38
COc1ccc(N(C(=O)c2ccco2)C(C(=O)NC2CCCCC2)c2ccccc2)cc1 (stereo not drawn)	-40	-0.08	-0.97
Cc1ccc2cccc(OC(=O)/C=C\c3ccccc3)c2n1	-14	·	·
COCc1cc(C)nc(SCC(=O)c2ccc(O)c(O)c2)c1C#N	?	1.3	1.4
CCCCSCc1cc(C(=O)O)oc1C(C)(C)C	18	·	·
Cc1c(C(=O)OC(C)C)[nH]c2c1C(=O)CCC2	-425	-0.52	-1.2
COC(=O)CCC(=O)Oc1ccc(OC(=O)CCC(=O)OC)cc1	31	1.8	1.2
CCOc1ccccc1CNCCO	-19	0.96	0.36
O=C(Cc1c(F)cccc1Cl)Nc1ccc(-n2cnnn2)cc1	64	·	·
COc1cc(NC(=O)C2CCCO2)c(C(=O)O)cc1OC (stereo not drawn)	-132	0.82	1.8
CC/C(C)=N/Nc1cccc([N+](=O)[O-])c1	·	-2.2	-1.8
O=C(NC1CCN(Cc2ccccc2)CC1)C1CCN(c2nnc(-n3cccc3)s2)CC1	·	-0.52	-0.91
CCC(C)N=CC1=C(O)C(C(=O)OC)C(C)(C)CC1=O (stereo not drawn)	·	0.39	-0.31
CC(C)C(OC(=O)c1ccco1)C(=O)NCc1ccco1 (stereo not drawn)	·	-0.34	-0.04
O=C(/C=C/c1ccco1)Nc1ccc(N2CCCC2)cc1	·	0.76	0.51
CCN1CCN(Cc2ccc(NC(=O)Nc3ccccc3)cc2)CC1	·	1.1	0.35
CCOC(=O)C1=C(C)N(c2ccc(Cl)cc2)C(=O)NC1c1cccc([N+](=O)[O-])c1 (stereo not drawn)	47	-1.1	-0.97
CC(NC(=O)Cn1nc(C(F)(F)F)c2c1CCC2)c1ccccc1 (stereo not drawn)	71	0.51	0.27
O=C(c1cc(-c2ccccc2O)on1)N1CCCC1	·	-0.43	-0.8

Structural class: the compounds so far containing a tert-butyl group (2)
SMILES	Insulin prom inh	sdo1 growth	sdo1 growth Rescue 24 h
CC(=O)c1c(C)[nH]c(C2=NNC(=NC(C)(C)C)SC2)c1C	8	·	·
CCCCSCc1cc(C(=O)O)oc1C(C)(C)C	18	·	·

Next section
SMILES	Insulin prom inh	sdo1 growth	sdo1 growth Rescue 24 h
Cn1c(=O)c2c(ncn2CC(=O)OCc2ccccc2)n(C)c1=O	·	-0.4	0.49
Fc1cc(F)c(F)c(SCCc2ccncc2)c1F	-4	-1.3	-0.57
CCn1nnc(-c2ccccc2NC(=O)c2cc(OC)cc(OC)c2)n1	·	-0.92	-0.72
COC(=O)CSc1nc(C2CC2)cc(C(F)(F)F)c1C#N	15	0.22	-0.25
CC1(C(=O)O)CCC(C(=O)Nc2ccc(S(N)(=O)=O)cc2)C1(C)C (stereo not drawn)	·	0.38	-1
COc1ccc(-c2nc(N)n[nH]2)cc1OC	-32	0.58	0.16
COc1ccccc1N1CCN(C(=O)c2ccc(C(C)(C)C)cc2)CC1	33	-1.7	-0.88
CCCCC(=O)NC(Nc1nc(C2CC2)cs1)(C(=O)OCC)C(F)(F)F (stereo not drawn)	-100	-0.92	-0.52
COc1ccccc1N1CCN(C(c2cccs2)C(C)NC(=O)c2cccnc2)CC1 (stereo not drawn)	-36	·	·
CCN(CC)C(=O)CSc1nnc(-c2cc3ccccc3cc2O)n1CC	0	0.88	0.57

3 entries from above in a different format.
| smiles | Insulin prom inh | sdo1 growth | sdo1 growth Rescue 24 h |
| --- | --- | --- | --- |
| Cc1ccc(-c2cc(C(F)(F)F)n3ncc(C(=O)O)c3n2)cc1 | -14 | -0.78 | -0.38 |
| COc1ccc(N(C(=O)c2ccco2)C(C(=O)NC2CCCCC2)c2ccccc2)cc1 (stereo not drawn) | -40 | -0.08 | -0.97 |
| Cc1ccc2cccc(OC(=O)/C=C\c3ccccc3)c2n1 | -14 | · | · |
